# PNC assembly inh: perinucleolar compartment assembly inhibition | activity change (PNC), negative = inhibition, % at 10 µM | PC3M PTB-GFP, PNC prevalence imaging, 16 h; stronger effect = lower value | actives 3.1% (n = 140,000);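 active = readout at or below -70, meaning at least 70% loss of cells showing the perinucleolar compartment, a nuclear body marking cancer cells; inconclusive = readout between -30 and a set limit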;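 also: plate controls were DMSO wells for no effect and camptothecin positive control wells for full effect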
#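 Read-out is percentage of cells bearing a perinucleolar compartment, from automated 20x imaging of fixed, Hoechst-stained PC3M PTB-GFP cells. Cells were seeded 4 h, then exposed 16 h to compound (23 nl of library stock) in duplicate plates.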
# IMPase cell inh: IMPase inhibition in cells. P97697. CHO-M1 cells, IP1 accumulation, HTRF TR-FRET ratio. inhibition (IP1 accumulation), % at 46.1 µM. 120,000 tested, under 10 active. AID 901; active = well fitted curve in the direction sought with a large enough effect in the signal ratio, not every such curve was filed as active; inconclusive = small, poorly fitted or top-dose-only effect, or a change in a side signal; inactive = no such curve, though single readings can be large or run the other way; the % refers to the signal ratio;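 also: cells stimulated with carbachol in lithium chloride buffer; plate controls were DMSO basal wells for no effect and reference inhibitor wells for full effect; higher means more IMPase inhibition seen as more IP1 and lower FRET ratio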
# Target sequence (P97697 whole entry, looked up): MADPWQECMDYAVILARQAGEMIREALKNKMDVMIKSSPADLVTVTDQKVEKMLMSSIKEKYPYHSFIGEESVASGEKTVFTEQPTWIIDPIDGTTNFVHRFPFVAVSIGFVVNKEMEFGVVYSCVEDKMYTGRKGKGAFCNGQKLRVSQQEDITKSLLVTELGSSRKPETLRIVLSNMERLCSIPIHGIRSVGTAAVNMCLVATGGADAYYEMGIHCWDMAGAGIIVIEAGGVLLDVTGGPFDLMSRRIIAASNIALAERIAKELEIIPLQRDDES
#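 The IP-One HTRF competitive assay in carbachol-stimulated CHO-M1 cells quantifies cellular IP1. Compounds spanned up to 46 uM final, and activity is expressed as AC50 from concentration-response fits of the ratio and donor data.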
# 15-hLO-2 inh: blocks human 15-lipoxygenase 2 activity | AID 881 | Potency, µM (doses to about 57.1 µM), for the others: at the top dose activity change, negative = inhibition, hits mostly inhibitors | purified 15hLO-2, xylenol orange hydroperoxide absorbance | actives 0.56% (n = 110,000) | O15296; also: potency is read from the fitted curve at half-maximal effect; nearly all actives have a fitted effect of over 60% in size; many of its hits are not listed in these tables
#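 Purified human 15hLO-2 (50 nM final) preincubated with compounds 15 min at room temperature in 25 mM Hepes pH 7.5, 0.01% Triton X-100, then 45 uM arachidonic acid added for 90 min; hydroperoxide detected via ferrous/xylenol orange, 573/405 nm absorbance ratio.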
# ALOX12 inhib: 12-hLO (ALOX12) enzyme inhibition | purified 12-hLO, xylenol orange hydroperoxide absorbance | P18054 | actives 0.12% (n = 150,000) | Potency, µM (series often up to 57.1 µM), without a hit: at the top dose activity change, negative = inhibition, most hits filed as inhibitors; also: potency is read from the fitted curve at half-maximal effect; nearly all actives have a fitted effect of over 55% in size; many of its hits are not listed in these tables
# Target sequence (P18054 whole entry, looked up): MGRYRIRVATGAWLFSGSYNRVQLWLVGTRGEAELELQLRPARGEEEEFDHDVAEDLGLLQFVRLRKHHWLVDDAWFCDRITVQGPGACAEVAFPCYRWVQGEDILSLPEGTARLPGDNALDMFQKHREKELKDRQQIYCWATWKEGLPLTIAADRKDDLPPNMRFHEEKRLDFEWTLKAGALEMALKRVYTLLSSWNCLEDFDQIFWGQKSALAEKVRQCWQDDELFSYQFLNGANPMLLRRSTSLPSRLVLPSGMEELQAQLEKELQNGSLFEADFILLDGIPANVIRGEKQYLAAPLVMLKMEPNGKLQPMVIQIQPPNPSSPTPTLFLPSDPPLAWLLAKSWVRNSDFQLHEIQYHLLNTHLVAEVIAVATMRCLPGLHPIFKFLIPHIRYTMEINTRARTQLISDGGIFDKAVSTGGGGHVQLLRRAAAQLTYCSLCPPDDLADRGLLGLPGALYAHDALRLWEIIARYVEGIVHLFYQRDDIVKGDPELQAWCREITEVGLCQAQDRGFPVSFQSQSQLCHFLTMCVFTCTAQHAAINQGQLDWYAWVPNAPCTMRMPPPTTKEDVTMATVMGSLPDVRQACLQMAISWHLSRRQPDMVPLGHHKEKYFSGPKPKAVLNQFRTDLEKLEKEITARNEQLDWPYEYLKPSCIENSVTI
#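 Lipoxygenase turnover measured by absorbance at 573 and 405 nm after Fe-XO development. Human 12hLO 150 nM, arachidonate 40 uM, pH 7.0 Hepes buffer with detergent; 15 min compound preincubation, 30 min reaction.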
# * marks the source's active call; other numbers are inactive results; ? = inconclusive; . = no result given; & = joins results of further samples; [ ] = dose if it differs, or a comment. Unless noted, calls follow the shape of the dose curve; as a rule, active = well fitted curve in the direction sought with a large enough effect; inconclusive = small, poorly fitted or top-dose-only effect, or another doubt; inactive = no such curve, though single readings can be large; an effect the other way counts as inactive or inconclusive. Unless noted, % is scaled to controls: 0 for no effect and ±100 for the full control effect. Some of the compounds tested, so the mix of outcomes need not match the whole.
SMILES,PNC assembly inh,IMPase cell inh,15-hLO-2 inh,ALOX12 inhib
COCCN1C=C(C(=O)OC)C(c2ccccc2C(F)(F)F)C(C(=O)OC)=C1,-20.2,-2.6,-7.4%,-8.4%
COc1ccc(C(=O)N2CCC3(CCCN(Cc4ccccc4)C3)CC2)cc1,.,.,6.4%,-1.9%
COc1ccc(CNC(=O)Cn2nc(Cc3cccnc3)c3ccccc3c2=O)cc1,3.8,19.3,1.0%,0.0%
Cc1ccc(-n2c(C)cc(C(=O)COc3cccnc3[N+](=O)[O-])c2C)cc1,-14.1,8.3,.,1.7%
O=C(Oc1ccccc1[N+](=O)[O-])c1cccnc1,47.9,-2.2,-6.4%,-3.7%
Cc1c(C(=O)Nc2ccccc2Cl)oc2ccc(S(=O)(=O)N3CCC4(CC3)OCCO4)cc12,-1.8,3.5,-9.1%,-1.0%
Clc1cccc(-c2nnc(SCc3nc4ccccc4[nH]3)n2Cc2ccco2)c1,14.4,4.7,45.7%[activator],-20.2%
COC(=O)C1(C(O)C(=O)c2ccc(C)cc2C)CCCCC1 (stereo not given),?,-1.4,3.7%[2.29 µM],-1.3%
Cc1cccc(-c2noc(CN(C(C)C)S(=O)(=O)c3ccc(F)cc3)n2)c1,-20.5,-13.1,-1.5%,-11.2%
CCNc1nc(NCC)n2c(SCc3nc4ccccc4c(=O)[nH]3)nnc2n1,?,-6.1,7.0%,1.3%
Cc1cc(C)cc(Oc2ncnc3c2ncn3Cc2c(Cl)cccc2Cl)c1,?,10.3,7.3%,-15.7%
COc1cc(C(=O)Nc2ccccc2C2COC(=O)C2=N)cc(OC)c1OC (stereo not given),-2.5,.,.,2.4%
Cn1c(Cn2cnc([N+](=O)[O-])n2)nnc1SCC(=O)Nc1ccccc1,16.3,0.1,.,0.9%
CCOc1ccc2[nH]cc(S(=O)(=O)c3ccc(F)cc3)c(=O)c2c1,40.5,5.6,3.4%,-7.5%
OCCSc1ncnc2c1oc1ccccc12,-16.4,0.4,-4.7%,-3.9%
O=C(c1cc2sccc2n1Cc1ccc(F)cc1)N1CCCc2ccccc21,-14.5,6.6,.,-4.3%
O=C(c1ccccc1NS(=O)(=O)c1ccc(F)cc1)N1CCCC1,-8.3,1.1,2.4%,2.0%
CCOC(=O)c1cc(-c2ccc(C)cc2)n(CCC(=O)NCCN(C)C)c1C,5.9,-13.0,44.2%[activator],-13.5%
CC(=O)c1cc(-c2ccccc2)n(CC(=O)N2CCC(C)CC2)c1C,-9.5,19.4,.,-3.9%
O=C(Nc1ccc(Oc2ccc(S(=O)(=O)N3CCOCC3)cn2)cc1)c1ccco1,6.2,1.9,-2.9%,-12.5%
Cc1cc2occ(CC(=O)NC3CCCc4ccccc43)c2cc1C (stereo not given),26.4,.,.,-1.4%
COc1cccc(C2CC(=O)N3CN(c4ccccc4F)CSC3=C2C#N)c1 (stereo not given),-28.5,-3.9,?,-18.3%
CC1=NN(C(C#N)c2cccc([N+](=O)[O-])c2)C(C)(C)C1 (stereo not given),?,.,.,0.9%
C/C(=C\c1ccc(C(=O)O)cc1)c1ccc2c(c1)C(C)(C)CCC2(C)C,.,3.2,18.1%,4.2%&-7.1%
COc1ccc(OC)c(NC(=O)c2cccc(S(=O)(=O)N(Cc3ccccc3)c3ccccc3OC)c2)c1,3.5,.,.,-0.8%
# (continued)
SMILES,PNC assembly inh,IMPase cell inh,15-hLO-2 inh,ALOX12 inhib
Cc1cccc(NC(=O)CC2CCC2)c1,-23.3,-2.9,-4.0%,3.0%
Nc1nc(CN2CCC(Cc3ccccc3)CC2)nc(Nc2ccccc2)n1,-105.2*,3.2,47.5%[activator],7.4%
CC(C)C(c1nnnn1C1CCCC1)N(C)C1CCCCC1 (stereo not given),41.4,10.3,0.0%,4.1%
Cc1nnc(SCc2cn3ccsc3n2)n(N)c1=O,-27.3,4.2,-3.6%,1.1%
c1ccc(C(c2nnnn2Cc2ccco2)N2CCN(c3nc4ccccc4s3)CC2)cc1 (stereo not given),36.6,12.9,.,-2.4%
O=C(NCc1ccco1)c1cc(-c2ccco2)on1,?,-2.5,9.4%,-1.1%
C/C=C1\C(=O)C[C@H]2[C@@H]3CCC4=CC(=O)CC[C@]4(C)[C@H]3CC[C@]12C,.,.,-10.2%,-14.5%
Cc1ccccc1OCCCCCNCCO,?,-5.0,3.8%,8.2%
O=C(CN(Cc1ccccc1Cl)C(=O)Cn1nnc(-c2cccs2)n1)NCC1CCCO1 (stereo not given),-25.6,3.1,-3.1%,-5.0%
COC(=O)c1c(CSc2ccc(C)c(C)c2)noc1C(=O)NCc1ccc(OC)cc1,10.0,-2.6,-12.6%,-8.5%
Cc1cc(=O)oc2ccc(OCC(=O)N3CCC(C)CC3)cc12,?,8.7,4.0%[2.29 µM],3.0%
COc1ccc(C(=O)OCC(N)=O)cc1[N+](=O)[O-],-29.6,.,.,0.4%
COc1cc2oc(=O)cc(-c3ccc(-c4ccc(O)cc4)cc3)c2c(OC)c1OC,.,.,?,1.6%[0.00818 µM]
COc1cc(C2NC(=O)NC(O)(C(F)(F)F)C2C(=O)c2ccc(Cl)cc2)ccc1O (stereo not given),26.8,3.7,-13.2%,-17.9%
CCCCNC(=O)C1CC(=O)N(C2CCCC2)C1 (stereo not given),-22.9,4.5,-3.6%,2.0%
CCc1cc2c(=O)n(-c3ccc(C)cc3)cnc2s1,?,-16.4,.,5.8%
O=C(NC(=S)NCc1ccc(F)cc1)c1ccccc1,30.1,.,.,?
CC(Oc1ccc(F)cc1)C(=O)Nc1ccc2ccccc2c1 (stereo not given),22.8,-2.3,7.4%,-3.3%
C/C(=N\NC(=O)c1nn(C)cc1Br)c1cccc(NC(=O)c2ccncc2)c1,-7.5,.,.,-1.0%
Cc1cccc(Nc2nc(N)nc(CN3CCC(C)CC3)n2)c1C,-3.6,-4.3,.,-6.1%
O=C1CC(N(CCc2ccccc2)C(=S)Nc2ccccc2)C(=O)N1c1ccccc1 (stereo not given),?,.,.,1.1%
CC(Sc1nc(-c2ccccc2)cc(C(F)(F)F)n1)C(=O)N1CCCCC1 (stereo not given),64.2,5.1,9.1%,-1.5%
Cc1ccc([N+](=O)[O-])cc1N=C(c1cccc(Br)c1)N1CCOCC1,-5.9,4.9,-4.8%,-8.6%
COc1ccc(-c2cc(-c3ccc(F)cc3)nc(N3CCN(C)CC3)n2)cc1,3.5,3.3,-5.1%,7.2%
COCCNC(=O)CCc1ccc(S(=O)(=O)Nc2ccc(C)cc2)cc1,5.9,-2.9,-7.0%,-1.2%
# Next section
SMILES,PNC assembly inh,IMPase cell inh,15-hLO-2 inh,ALOX12 inhib
O=C(CSc1nnc(-c2ccc3c(c2)OCO3)n1-c1ccccc1)c1ccccc1,11.6,?,.,3.5%
COc1ccc(NC(=O)N2CCCc3ccccc32)cc1,?,-5.8,-5.9%,-1.9%
COc1cc2ccc([C@H](C)NCC#N)cc2cc1OC,.,.,4.7%[11.4 µM],-2.4%[11.4 µM]
Cc1ccc(OCC(O)Cn2c(NCCc3ccccc3)nc3c2c(=O)[nH]c(=O)n3C)cc1 (stereo not given),5.7,1.5,-0.3%,-0.7%
O=C(CN1CCOCC1)Nc1ccccc1C(=O)O,32.1,4.8,6.8%,-2.7%
CCC(CC)C(=O)NCCCN1CCOCC1,1.1,.,.,2.9%
O=S(=O)(NCc1cccnc1)c1ccc(Br)s1,8.1,-9.7,1.6%,3.5%
O=C(CCCc1nc2ccccc2s1)NCc1ccc(F)cc1,?,.,.,-5.8%
O=C(NCc1cccnc1)C1CCCN(S(=O)(=O)c2ccc(Br)cc2)C1 (stereo not given),14.0,1.3,11.5%,-11.0%
COc1cc2c(cc1OC)C(C(=O)Nc1cccc(C)n1)C(c1cccnc1)N(C)C2=O (stereo not given),2.2,4.3,0.8%,-2.9%
CCC(C)(C)n1nnnc1C(c1cc(OC)c(OC)c(OC)c1)N1CCN(c2ccccc2)CC1 (stereo not given),?,-0.3,2.0%,2.6%
Cc1cc(C)nc(NC2=NCC(=O)N2c2ccccc2)n1,22.9,-0.8,-3.0%[2.29 µM],32.0%[activator]
COc1cc(OC)cc(C2C(C#N)=C(N)Oc3n[nH]c(-c4cccnc4)c32)c1 (stereo not given),23.2,9.5,-0.3%,-4.9%
CCOc1ccc(C(=O)NC(Cc2ccccc2)C(=O)OC)cc1 (stereo not given),-5.3,8.7,-5.0%,8.0%
COC(=O)COn1c(-n2nc(C)cc2C)nc2ccccc2c1=O,7.5,0.8,-8.1%,-8.8%
O=C(CC1NC2CCCCC2NC1=O)Nc1ccc2c(c1)OCO2 (stereo not given),?,3.0,-2.3%,-1.7%
COc1ccc(-c2c3c([nH]c(=S)c2C#N)CCC3)cc1,?,?,1.4%[2.29 µM],-10.1%
CCC(=O)NC(=S)Nc1ccccc1C(=O)OC,4.5,.,.,-8.1%
CCOC(=O)C1(CCSC)NC(c2ccco2)C2C(=O)N(CC)C(=O)C21 (stereo not given),?,-1.3,2.9%,0.1%
CCN(CC)C(=O)CSc1nnc(CNc2ccc(F)cc2)n1-c1ccccc1,?,9.3[0.0738 µM],.,-1.0%
O=C(CCN1C(=O)C2C3C=CC(C3)C2C1=O)Nc1c(F)cccc1F (stereo not given),-18.0,1.7,?,-1.1%
c1coc(CNC2CCCCCCC2)c1,?,1.8,-6.9%,4.6%
CN(C)S(=O)(=O)c1ccc(N2CCCC2)c(C(=O)Nc2nc(-c3ccc(F)c(F)c3)cs2)c1,-27.2,.,.,6.4%
CS(=O)(=O)c1ccc2nc(NC(=O)C3CCCCC3)sc2c1,17.8,2.9,-0.6%,-8.4%
CCSc1nnc(NC(=O)C2CCCCC2C(=O)O)s1 (stereo not given),-12.5,.,.,3.1%
# Additional records.
SMILES,PNC assembly inh,IMPase cell inh,15-hLO-2 inh,ALOX12 inhib
Cc1ccc(N/C(N)=N/c2nc(CSc3ccc(C)cc3)cc(=O)[nH]2)cc1,-7.4,?,1.6%,2.2%
O=C(NCC1CCCO1)c1csc2c1CCCCC2 (stereo not given),17.7,1.4,16.3%,4.0%
CCCCn1c(CN2CCN(c3ccc(F)cc3)CC2)nc2c1c(=O)n(C)c(=O)n2C,?,-4.8,.,0.2%
Cc1cccc(S(=O)(=O)NCC2CCCO2)c1 (stereo not given),20.3,-3.8,-5.9%,-2.8%
NS(=O)(=O)c1cc2c(cc1Cl)NC(CSCc1ccccc1)=NS2(=O)=O,34.7,8.6[20.6 µM],7.4%,-3.8%
c1ccc2c(-c3nnc4n3CCCCC4)c[nH]c2c1,-19.0,7.4,1.8%,7.1%
CC(C)N1C(=S)SC2CS(=O)(=O)C=C21 (stereo not given),5.8,0.6,1.3%,-3.4%
c1ccc(C(c2nnnn2C2CCCC2)N2CCCCCC2)nc1 (stereo not given),-26.4,6.8,-0.3%,2.9%
CCOC(=O)C1C(c2cc(OC)c(O)c(OC)c2)NC(=S)NC1(O)C(F)(F)F (stereo not given),-13.5,.,.,0.9%
CCOc1ccc(NC(=O)COC(=O)c2cccnc2)cc1,?,-8.8,-3.4%,-2.0%
Cc1nc(NC(=O)c2ccc(-c3cc4ccccc4oc3=O)cc2)ccc1Br,22.0,.,.,-3.5%
CCOc1ccccc1-c1nc(-c2ccc(C)nc2OC)no1,13.6,3.7,20.7%,-6.6%

# Bioassay records deposited in PubChem BioAssay by National Center for Advancing Translational Sciences (NCATS).
